Bioassay records: PubChem BioAssay, National Center for Advancing Translational Sciences (NCATS)
Casp7 inh – blocks human caspase-7 allosterically or competitively | P55210 | recombinant caspase-7, Ac-DEVD-AFC fluorescence rate | Potency, µM (highest dose often 57.5 µM), inactives show at the top dose activity change, negative = inhibition, usual class: inhibitors | 0.02% of 75,000 active; active = well fitted inhibition curve with a large enough effect in the main read-out, with a control signal flat, not every such curve was filed as active; inconclusive = small, poorly fitted or top-dose-only effect, or a change in a side signal; note: potency is the fitted concentration of half-maximal effect; % of control where 0% means no effect
Rhodamine autofl – compound fluoresces in the rhodamine spectral region. Rhodamine-region fluorescence, 547/598 nm, Tris buffer; hits give high values. max dye-equivalent concentration, M. 0.05% of 59,000 active; in the data active = max dye-equivalent concentration above about 11 nM; inconclusive = between about 1.1 nM and that limit
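Compound fluorescence in 100 mM Tris, pH 8.0, read after 15 min at room temperature with 547 nm excitation and 598 nm emission. Output is dye-equivalent concentration from an on-plate rhodamine standard series.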
Pol III holo inh – blocks replication by bacterial DNA polymerase III holoenzyme | Potency, µM (top dose mostly 57.1 µM), for the others: top-dose activity change, negative = inhibition | reconstituted DNA polymerase III holoenzyme replication, biochemical | AID 603 | 0.25% of 71,000 active; note: potency is the fitted concentration of half-maximal effect; % is set by controls: 0 for no effect and ±100 for the full control effect
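Reconstituted *E. coli* holoenzyme (0.35 nM Pol III, 1 nM beta, 154 nM SSB, 2 nM primase) was preincubated with compound for 15 min at RT. Synthesis on 1.4 nM ssM13Gori ran 35 min, then was stopped with PicoGreen/EDTA and read as dsDNA fluorescence.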
BRCT inh red – BRCT-phosphoprotein interaction inhibition (red fluorophore). P38398. BRCT-phosphopeptide binding, red fluorescence polarization. Potency, µM (highest dose often 76.9 µM), without a hit: at the highest dose activity change, negative = inhibition, hits mostly inhibitors. 0.03% of 75,000 active; note: % is set by controls: 0 for no effect and ±100 for the full control effect
Target sequence (P38398 whole entry, looked up): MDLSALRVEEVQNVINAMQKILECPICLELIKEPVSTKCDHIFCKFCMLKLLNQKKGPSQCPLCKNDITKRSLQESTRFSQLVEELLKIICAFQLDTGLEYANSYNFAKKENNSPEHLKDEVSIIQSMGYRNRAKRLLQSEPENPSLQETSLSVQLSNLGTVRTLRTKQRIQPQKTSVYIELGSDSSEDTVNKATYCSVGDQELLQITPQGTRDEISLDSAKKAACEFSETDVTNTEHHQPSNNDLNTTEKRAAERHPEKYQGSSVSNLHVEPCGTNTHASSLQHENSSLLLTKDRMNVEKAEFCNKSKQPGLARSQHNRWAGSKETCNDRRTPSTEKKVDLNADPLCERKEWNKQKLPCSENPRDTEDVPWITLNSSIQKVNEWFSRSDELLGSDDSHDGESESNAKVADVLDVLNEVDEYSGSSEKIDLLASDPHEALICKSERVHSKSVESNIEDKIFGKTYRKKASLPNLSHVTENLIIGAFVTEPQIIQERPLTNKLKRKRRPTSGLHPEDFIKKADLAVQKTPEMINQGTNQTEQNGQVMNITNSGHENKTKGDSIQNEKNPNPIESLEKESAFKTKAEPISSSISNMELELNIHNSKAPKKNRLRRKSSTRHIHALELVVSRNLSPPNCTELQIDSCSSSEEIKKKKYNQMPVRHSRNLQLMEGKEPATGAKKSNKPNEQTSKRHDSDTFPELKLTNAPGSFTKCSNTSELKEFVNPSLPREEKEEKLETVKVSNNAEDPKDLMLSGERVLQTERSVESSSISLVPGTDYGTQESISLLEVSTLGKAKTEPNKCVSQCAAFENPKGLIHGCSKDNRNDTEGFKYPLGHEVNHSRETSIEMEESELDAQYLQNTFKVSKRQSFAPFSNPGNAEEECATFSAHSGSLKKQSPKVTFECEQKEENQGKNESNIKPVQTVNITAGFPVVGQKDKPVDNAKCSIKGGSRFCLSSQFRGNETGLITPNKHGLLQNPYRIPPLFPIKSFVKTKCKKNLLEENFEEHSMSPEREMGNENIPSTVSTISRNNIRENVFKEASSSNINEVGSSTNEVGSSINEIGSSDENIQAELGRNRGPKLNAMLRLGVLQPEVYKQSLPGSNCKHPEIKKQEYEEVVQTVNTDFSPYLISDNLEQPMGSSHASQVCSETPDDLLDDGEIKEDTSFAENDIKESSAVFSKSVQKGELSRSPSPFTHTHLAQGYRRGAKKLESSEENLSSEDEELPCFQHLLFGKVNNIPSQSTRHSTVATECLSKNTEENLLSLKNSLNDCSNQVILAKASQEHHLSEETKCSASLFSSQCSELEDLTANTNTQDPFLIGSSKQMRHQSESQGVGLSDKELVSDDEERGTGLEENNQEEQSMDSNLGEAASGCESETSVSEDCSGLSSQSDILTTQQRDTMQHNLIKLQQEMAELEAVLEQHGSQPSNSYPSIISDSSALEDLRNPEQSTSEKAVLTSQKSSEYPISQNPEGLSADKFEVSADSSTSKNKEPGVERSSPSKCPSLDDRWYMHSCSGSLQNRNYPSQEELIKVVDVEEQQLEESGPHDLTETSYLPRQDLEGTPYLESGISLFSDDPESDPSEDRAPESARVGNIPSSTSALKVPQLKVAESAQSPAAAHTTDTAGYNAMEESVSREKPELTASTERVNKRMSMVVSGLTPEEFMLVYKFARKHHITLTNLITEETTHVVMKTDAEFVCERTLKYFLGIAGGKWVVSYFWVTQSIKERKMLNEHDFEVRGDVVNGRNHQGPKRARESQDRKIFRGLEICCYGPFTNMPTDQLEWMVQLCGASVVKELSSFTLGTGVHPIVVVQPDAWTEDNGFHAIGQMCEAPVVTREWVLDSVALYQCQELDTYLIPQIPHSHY
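Fluorescence polarization: 100 nM His-tagged BRCA1 BRCT with 100 nM TAMRA-labelled phospho-BACH1 decapeptide, phosphate buffer pH 7.3 with 150 mM NaCl, DTT, 0.01% Tween 20; 12 min RT. Binding inhibition seen as FP decrease.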
HADH2 inh – inhibitors of human HADH2 dehydrogenase; recombinant HADH2, NADH fluorescence, beta-hydroxybutyryl-CoA; Q99714; 3.4% of 73,000 active; Potency, µM (doses to about 57.1 µM), without a hit: at the top dose activity change, negative = inhibition, most hits filed as inhibitors; note: potency is the fitted concentration of half-maximal effect; % is set by controls: 0 for no effect and ±100 for the full control effect; nearly all actives have a fitted effect of over 60% in size; many of its hits are not listed in these tables
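NADH fluorescence (ex 360/em 450 nm) read every 30 s for 4 min; activity taken as last-minus-first time point difference. Enzyme 20 nM, NAD+ 1 mM, beta-hydroxybutyryl-CoA 90 uM, pH 9.0 Tris buffer.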
Caspase-1 inhib – blocks human caspase-1 allosterically or competitively; P29466; Caspase-1 enzyme, Ac-WEHD-AFC fluorogenic rate; Potency, µM (top dose mostly 57.5 µM), without a hit: top-dose activity change, negative = inhibition, actives largely listed as inhibitors; 0.03% of 75,000 active; AID 900;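 note: potency is the fitted concentration of half-maximal effect; plate controls were vehicle for no effect and no substrate for full effect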
USP2a inhib – USP2a (human) protease inhibition; 0.1% of 60,000 active; O75604; Potency, µM (top dose mostly 38.3 µM), without a hit: top-dose activity change, negative = inhibition, most hits filed as inhibitors; AID 927; USP2a enzymatic assay, qHTS inhibition;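 note: potency is the fitted concentration of half-maximal effect; nearly all actives have a fitted effect of over 60% in size; plate controls were DMSO for no effect and NEM full inhibition control for full effect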
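Inhibition is measured in a cell-free coupled assay with 20 nM USP2 core, 20 nM Ub-PLA2 and 20 uM NBD C6-HPC, 2.5 h incubation. Activity normalized to NEM control.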
BRCT inh green – blocks human BRCA1 BRCT binding to phosphopeptide, green readout; P38398; BRCA1 BRCT-phosphopeptide binding, green fluorescence polarization; Potency, µM (titrated, usually from 76.9 µM), for inactives: at the top dose activity change, negative = inhibition, actives largely listed as inhibitors; 0.05% of 75,000 active; AID 875;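 note: potency is the fitted concentration of half-maximal effect; plate controls were peptide without protein for full effect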
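Compounds were incubated for 12 min at room temperature with a complex of 100 nM fluorescein-tagged pBACH1 decapeptide and 250 nM His-tagged BRCT protein. Buffer was phosphate pH 7.3 with EDTA, DTT and Tween 20. Disruption of binding lowers the polarization signal.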
HEK293 cAMP ctrl – counter-screen for TSHR agonists: cAMP increase in parental HEK293. AID 938. Potency, µM (top dose mostly 57.1 µM), without a hit: at the top dose activation, hits mostly activators. 2.5% of 73,000 active. parental HEK293 CNG cAMP sensor, membrane potential fluorescence; note: potency is the fitted concentration of half-maximal effect; % of control where 0% means no effect; nearly all actives have a fitted effect of over 55% in size
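Parental HEK 293 cells stably expressing a modified CNG channel (no TSHR) report cAMP rise as membrane depolarization. Membrane potential dye with 100 uM RO 20-1724 was loaded for 60 min at room temperature, then compound added for 30 min; fluorescence read at 590 nm.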
ALOX15 inhib – 15-hLO (ALOX15) enzyme inhibition. P16050. purified 15hLO-1, xylenol orange hydroperoxide absorbance. Potency, µM (highest dose often 57.1 µM), for inactives: at the top dose activity change, negative = inhibition, hits mostly inhibitors. 1.4% of 74,000 active; note: potency is the fitted concentration of half-maximal effect; % is set by controls: 0 for no effect and ±100 for the full control effect; nearly all actives have a fitted effect of over 55% in size
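Inhibition is scored from a chromogenic endpoint. After 15 min enzyme-compound contact, arachidonic acid (50 uM final) reacts 6 min with 40 nM 15hLO-1 at room temperature, then Fe-XO reagent is added for 30 min and absorbance ratio recorded.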
Tau fil binding – binders of human tau filaments | 2% of 71,000 active | recombinant tau filaments, thioflavin S fluorescence, 15 h; filaments grown with octadecylsulfate alongside compound | P10636 | Potency, µM (series often up to 57.1 µM), without a hit: top-dose activity change, negative = inhibition;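 note: potency is the fitted concentration of half-maximal effect; % is set by controls: 0 for no effect and ±100 for the full control effect; actives lower thioflavin S fluorescence by blocking filaments or displacing dye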
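Assay mix: 1 uM His-tagged tau, 30 uM sodium octadecylsulfate, thioflavine S dye in HEPES/NaCl/DTT buffer. Compound is added prior to the inducer. Fluorescence after 15 h at 37 C.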
* marks the source's active call; other numbers are inactive results; i = inactive; ? = inconclusive; . = no result given; & = joins results of further samples; [ ] = remark or other dose. Unless noted, calls come from the whole dose curve; as a rule, active = well fitted curve in the direction sought with a large enough effect; inconclusive = small, poorly fitted or top-dose-only effect, or another doubt; inactive = no such curve, though single readings can be large; an effect the other way counts as inactive or inconclusive. These rows are one share of the data, so the mix of outcomes need not match the whole.

cpd | Molecule | Casp7 inh | Rhodamine autofl | Pol III holo inh | BRCT inh red | HADH2 inh | Caspase-1 inhib | USP2a inhib | BRCT inh green | HEK293 cAMP ctrl | ALOX15 inhib | Tau fil binding
1 | COc1ccccc1-n1c(-c2ccoc2)nc2ccccc2c1=O | -2% | i | -1% | -1.2% | -1% | 3% | -2% | 0.1% | 6% | 9% | 1%
2 | CCCN1C[C@H](C)N([C@H](c2ccc(C(=O)N(CC)CC)cc2)c2cccc(OC)c2)C[C@H]1C | -1% | . | -1% | -0.6% | 11% | 2% | . | 1.0% | 0% | -11%[25.6 µM] | ?
3 | CCC(=NCCCN(CC)CC)c1c(O)n(C2CCCCC2)c(=O)[nH]c1=O | -1% | i | -2% | -0.1% | 16% | -3% | 17% | 1.2% | 13% | -10% | -8%
4 | OC1(c2ccc(F)cc2)CC2CCC(C1)N2Cc1nnnn1C1CCCCC1 (stereo not given) | -1% | i | -1% | 0.0% | 15% | 1% | 159%[activator] | -2.0% | 11% | -6% | 16%
5 | NNCc1ccccc1 | -2% | . | . | 0.5% | . | 2% | -12% | -1.0%[3.08 µM] | . | -20% | .
6 | CC(C)CN1CCCC2(CCN(C(=O)c3ccncc3)CC2)C1 | -4% | i | -5% | -0.1% | 1% | -3% | 10% | -0.3% | 6% | -5% | 38%
7 | CNC(=O)[C@H]1C[C@@H]1[C@H](NP(=O)(c1ccccc1)c1ccccc1)c1ccccc1 | -2% | . | -11% | -0.3% | -6% | 2% | . | -1.7% | 16µM* | . | 11%
8 | CN=C(SCc1cc2c(cc1Cl)OCO2)c1c(O)n(C)c(=O)n(C)c1=O | -1% | i | -2% | -0.9% | -3% | -2% | -4% | -4.1% | 28% | 24% | -3%
9 | CC1(C)CC(=O)C(C=NCCN2CCN(C(=O)Cc3ccccc3)CC2)=C(O)C1 | 0% | . | 0% | 1.1% | 6% | -3% | 2% | -2.2% | -2% | -3% | 15%
10 | COc1cc2c(cc1OC)-c1c(OC)c(OC)c(CO)c3c1[C@H](C2)N(C)CC3 | . | i | -5% | . | -23% | . | . | . | 9% | . | ?
11 | CN1[C@@H](C[C@@H](O)c2ccccc2)CCC[C@@H]1C[C@H](O)c1ccccc1 | 1%[25.7 µM] | i | -3%[25.6 µM] | 0.0%[34.4 µM] | -9%[25.6 µM] | -2%[25.7 µM] | 2%[17.1 µM] | -1.2%[34.4 µM] | 17%[25.6 µM] | 4%[25.6 µM] | 3%[25.6 µM]
12 | CCn1c(=O)n(CC(=O)N2CCC3(CC2)OCCO3)c(=O)c2ccccc21 | 1% | i | -2% | 0.0% | 25µM* | 1% | 2% | -2.1% | -3% | -5% | 5%
13 | O=C(Nc1cccc(F)c1)N1CCC2(CC1)CCN(C(=O)Oc1ccccc1)CC2 | -18% | i | 14% | -0.8% | 6% | -10% | 136%[activator] | -2.1% | 12% | 3% | 12%
14 | CC1N(P(=O)(c2ccccc2)c2ccccc2)CC(O)(c2ccccc2)CC12CC2 (stereo not given) | -8% | . | -4% | -3.7% | 9% | -1% | . | 2.7% | 16µM* | . | 16%
15 | Cc1ncc([N+](=O)[O-])n1CCN=[N+]=[N-] | 3%[11.5 µM] | i | -5%[11.4 µM] | 0.0%[15.4 µM] | -9%[11.4 µM] | 2%[11.5 µM] | . | -0.4%[15.4 µM] | 12%[11.4 µM] | 1%[11.4 µM] | 6%[11.4 µM]
16 | O=C1OCCC1NC1=NCCC1 (stereo not given) | -6% | i | -4% | -0.4% | -10% | -1% | 0% | -2.7% | -2% | 1% | -7%
17 | COc1cccc(-n2nc(C(=O)N3CCC4(CC3)OCCO4)c3ccccc3c2=O)c1 | -1% | i | 6% | 1.1% | -10% | 0% | 0% | -2.1% | 4% | -12% | -8%
18 | CCOP(=S)(OCC)Oc1nc(Cl)c(Cl)cc1Cl | -1% | . | -1% | 1.8% | ? | -4% | -8% | 2.1% | ? | ? | 3%
19 | CCCCn1c(=O)c(C(=O)Nc2ccccc2S(N)(=O)=O)c(O)c2ccccc21 | -6% | i | -6% | -0.1% | -3% | -5% | ? | -1.2% | 14% | -6% | 242%
20 | CN1C(=O)N(C)C(=O)C(CCc2ccccn2)(CCc2ccccn2)C1=O | 1% | i | -2% | -0.6% | 5% | 1% | 6% | -2.8% | -4% | 9% | 0%
21 | O=C(O)c1ccccc1Nc1cccc(C(F)(F)F)c1 | -18% | i | -3%[25.6 µM] | -2.2% | -12%[25.6 µM] | -10% | -19% | 2.3%[3.08 µM] | ? | -23% | -4%[25.6 µM]
22 | O=C1C(Cl)=C(N2CCCCCC2)C(=O)N1c1ccccc1 | -11% | . | -1% | 0.3% | ? | -7% | -20% | -1.8% | ? | 5µM* | -22%
23 | Nc1c(Br)cc(Br)cc1CNC1CCC(O)CC1 (stereo not given) | -1% | i | -1%[25.6 µM] | -3.9% | 18% | -1% | -12% | -1.6% | ? | -4% | 0%[25.6 µM]
24 | O=C(c1cccc(N2CCCC2=O)c1)N1CCC2(CC1)OCCO2 | -2% | i | 2% | 0.8% | -14% | 4% | 0% | -0.1% | ? | 6% | 11%
25 | CSC(=Nc1ccccc1)c1c(O)n(C)c(=O)n(C)c1=O | -2% | i | 4% | -1.0% | -29% | -4% | 3% | 1.8% | -2% | -5% | 8%

The final 4 entries of the section before are carried over, then new ones follow.
cpd | Molecule | Casp7 inh | Rhodamine autofl | Pol III holo inh | BRCT inh red | HADH2 inh | Caspase-1 inhib | USP2a inhib | BRCT inh green | HEK293 cAMP ctrl | ALOX15 inhib | Tau fil binding
22 | O=C1C(Cl)=C(N2CCCCCC2)C(=O)N1c1ccccc1 | -11% | . | -1% | 0.3% | ? | -7% | -20% | -1.8% | ? | 5µM* | -22%
23 | Nc1c(Br)cc(Br)cc1CNC1CCC(O)CC1 (stereo not given) | -1% | i | -1%[25.6 µM] | -3.9% | 18% | -1% | -12% | -1.6% | ? | -4% | 0%[25.6 µM]
24 | O=C(c1cccc(N2CCCC2=O)c1)N1CCC2(CC1)OCCO2 | -2% | i | 2% | 0.8% | -14% | 4% | 0% | -0.1% | ? | 6% | 11%
25 | CSC(=Nc1ccccc1)c1c(O)n(C)c(=O)n(C)c1=O | -2% | i | 4% | -1.0% | -29% | -4% | 3% | 1.8% | -2% | -5% | 8%
26 | CC(NC(=O)Oc1ccccc1)C(c1cccs1)N1CCOCC1 (stereo not given) | -1% | i | 4% | 0.5% | -5% | 2% | 6% | -2.0% | ? | 9% | 6%
27 | C[C@H](N)Cc1c[nH]c2ccc(OCc3cccs3)cc12 | 0%&0% | i | 1%&-2% | -0.2%&-0.8% | 0%&9% | -1%&2% | -4% | 1.4%&-0.8% | 4%&15% | -2%[25.6 µM] | ?
28 | CCC(=NC(C)c1ccccc1)c1c(O)n(C)c(=O)n(C)c1=O (stereo not given) | -3% | i | -4% | 0.2% | 4% | -1% | 6% | 0.6% | ? | 3% | 3%
29 | CNCC(O)c1ccc(O)cc1 (stereo not given) | -1% | i | -4% | 1.4% | -2% | 1% | -4% | -1.0% | 10% | 6% | -3%
30 | O=C(Oc1ccccc1)N1CCC2(CCCN(Cc3nccs3)C2)CC1 | -3% | i | 16% | -0.9% | 2% | -10% | 68%[activator] | 0.6% | 2% | -2% | 10%
31 | O=C(O)Cc1ccc(OCCNC[C@H](O)c2ccccc2)cc1 | 1% | . | . | -0.8% | -14% | 4% | . | -3.4% | -2% | ? | .
32 | Clc1cc(I)cc(Cl)c1NC1=NCCN1 | 2% | i | -2% | -0.8% | 7% | 1% | 2% | -2.1% | 3% | -3% | 1%
33 | CCOC(=O)C(C)Oc1cc(C)cc2oc(=O)c3c(c12)CCCC3 (stereo not given) | -3% | i | -5% | 0.5% | 31%[activator] | 3% | -6% | -0.3% | ? | ? | 14%
34 | O=C(CN1C(=O)CCSc2ccccc21)N1CCC2(CC1)OCCO2 | 0% | i | 0% | -1.1% | 3% | 2% | -7% | -2.2% | 1% | 1% | -3%
35 | CN1C(=O)N(C)C(=O)C(CCc2ccncc2)(Cc2ccc3c(c2)OCO3)C1=O | 2% | . | 2%[11.4 µM] | -0.3% | -4%[11.4 µM] | -1% | 10%[7.66 µM] | -0.9% | 27%[11.4 µM] | -5%[11.4 µM] | i[11.4 µM]
